Source: PubChem
Tau FP inhib: blocks human tau fibril formation measured by polarization; K18 P301L tau heparin fibrillization, Alexa594 FP, 6 h; Potency, µM (series often up to 57.7 µM), without a hit: at the top dose activity, negative = inhibition, most hits filed as inhibitors; actives 0.39% (n = 280,000); AID 1468; note: nearly all actives have a fitted effect of over 55% in size
Target sequence (P10636 561-689 P618L limits assumed): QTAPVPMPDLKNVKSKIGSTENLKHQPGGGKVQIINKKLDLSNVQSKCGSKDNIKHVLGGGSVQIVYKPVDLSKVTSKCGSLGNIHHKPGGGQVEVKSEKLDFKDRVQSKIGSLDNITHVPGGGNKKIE
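Recombinant K18 P301L […], labeled with Alexa 594 at 0.24 uM over 15 uM unlabeled; heparin inducer 20 uM final; 37 C, 6 hr; FP endpoint.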
L3MBTL1 inh: blocks human L3MBTL1 | Q9Y468 | AlphaScreen L3MBTL1–H3K9me1 peptide binding | Potency, µM (doses to about 57.1 µM), for inactives: top-dose activity, negative = inhibition, actives largely listed as inhibitors | actives 0.66% (n = 230,000) | AID 485360; note: nearly all actives have a fitted effect of over 60% in size
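L3MBTL1 (50 nM) pre-complexed 30 min with biotinylated H3(1-15)K9me1 peptide (75 nM), then compounds added for 30 min at room temperature; AlphaScreen streptavidin donor/nickel chelate acceptor beads (10 ug/mL final) read after 30 min dark incubation.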
ALDH1A1 inh: ALDH1A1 (human) enzyme inhibition | P00352 | Purified ALDH1A1, NADH fluorescence, propionaldehyde substrate | Potency, µM (top dose mostly 75.3 µM), inactives show at the highest dose activity, negative = inhibition, most hits filed as inhibitors | actives 7.3% (n = 220,000); active = well fitted inhibition curve with a large enough effect, not every such curve was filed as active; inconclusive = small, poorly fitted or top-dose-only effect, or another doubt; inactive = no such curve, though single readings can be large or run the other way;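 note: plate controls were no enzyme wells and a reference inhibitor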
Target sequence (P00352 whole entry, looked up): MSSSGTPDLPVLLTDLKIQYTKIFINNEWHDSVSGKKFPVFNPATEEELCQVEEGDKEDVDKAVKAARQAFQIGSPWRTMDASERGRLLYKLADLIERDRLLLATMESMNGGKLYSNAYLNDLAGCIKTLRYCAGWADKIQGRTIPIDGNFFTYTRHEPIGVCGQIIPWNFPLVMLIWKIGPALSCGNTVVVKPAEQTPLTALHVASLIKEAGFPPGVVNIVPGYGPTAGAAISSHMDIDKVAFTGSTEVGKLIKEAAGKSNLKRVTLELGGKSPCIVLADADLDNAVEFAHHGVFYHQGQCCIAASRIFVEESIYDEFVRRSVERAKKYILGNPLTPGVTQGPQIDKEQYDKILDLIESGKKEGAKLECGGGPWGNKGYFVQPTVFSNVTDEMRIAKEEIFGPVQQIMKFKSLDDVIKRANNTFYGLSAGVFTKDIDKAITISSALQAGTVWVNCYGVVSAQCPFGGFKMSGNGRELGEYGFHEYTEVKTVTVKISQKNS
TRb-SRC2 inh: inhibitors of human thyroid hormone receptor beta-SRC2 interaction; actives 0.065% (n = 280,000); P10828; AID 1469; TRbeta-SRC2 peptide binding, fluorescence polarization; receptor liganded with 1 µM T3; Potency, µM (series often up to 106 µM), without a hit: at the highest dose activity change, negative = inhibition, usual class: inhibitors;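 note: plate controls were bound peptide for no effect and peptide without receptor for full effect; nearly all actives have a fitted effect of over 50% in size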
Target sequence (P10828 whole entry, looked up): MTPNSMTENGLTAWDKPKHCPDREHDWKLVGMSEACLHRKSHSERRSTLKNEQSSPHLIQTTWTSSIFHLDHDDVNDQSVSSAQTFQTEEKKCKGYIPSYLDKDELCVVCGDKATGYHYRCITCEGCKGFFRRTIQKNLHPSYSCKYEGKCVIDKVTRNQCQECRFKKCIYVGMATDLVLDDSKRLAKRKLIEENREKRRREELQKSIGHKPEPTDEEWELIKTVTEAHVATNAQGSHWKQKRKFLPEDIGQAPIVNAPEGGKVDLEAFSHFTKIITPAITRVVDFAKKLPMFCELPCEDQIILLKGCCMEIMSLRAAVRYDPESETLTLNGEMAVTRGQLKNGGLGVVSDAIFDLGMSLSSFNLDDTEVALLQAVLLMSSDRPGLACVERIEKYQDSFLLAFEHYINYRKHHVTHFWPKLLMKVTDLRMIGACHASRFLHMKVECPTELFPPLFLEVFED
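Each compound concentration gave % activity, normalized to unbound and bound Texas Red SRC2 controls, from polarization read after 5 hr ambient incubation with T3-loaded human TRb LBD.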
Tau ThT inhib: tau fibrillization inhibition (ThT binding). P10636. recombinant tau K18 P301L, heparin-induced fibrillization, ThT fluorescence. Potency, µM (doses to about 57.4 µM), inactives show at the highest dose activity, negative = inhibition, hits mostly inhibitors. actives 2.1% (n = 270,000). AID 1460; note: nearly all actives have a fitted effect of over 55% in size
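Heparin-induced fibrillization of the P301L-mutant K18 repeat-domain fragment of human tau was followed by ThT binding in quantitative high-throughput format.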
Tau fluor cs: counter-screen for tau fibril formation inhibitors. tau K18 P301L Alexa594 fluorescence, heparin fibrillization. Potency, µM (titrated, usually from 57.7 µM), for the others: at the highest dose activity change, negative = decrease. actives 0.93% (n = 280,000). AID 1463; note: nearly all actives have a fitted effect of over 55% in size
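Human tau K18 P301L (15 uM unlabeled, 0.24 uM Alexa 594-labeled) in 100 mM sodium acetate pH 7 with 20 uM heparin, 6 hr at 37 C. ThT 30 uM added, 1 hr ambient; Alexa 594 FP and total fluorescence read at 555/632 nm.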
aGal spleen mod: inhibits or activates alpha-galactosidase in human spleen homogenate; actives 0.008% (n = 240,000); human spleen homogenate, 4MU-alpha-Gal fluorescence, 40 min; Potency, µM (doses to about 80 µM), without a hit: top-dose activity change, negative = inhibition, most hits filed as inhibitors; P06280;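 note: 0% = enzyme with vehicle and -100% = no enzyme basal signal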
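Human spleen homogenate (1 ug) as enzyme source, 4-methylumbelliferyl-alpha-D-galactopyranoside 1 mM final, citrate/phosphate pH 5.0 with 0.01% Tween-20. Compounds 40 min at 37C, NaOH/glycine stop; fluorescence Ex 365/Em 440, Hill-fit AC50.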
TR SRC2 fluor cs: alters Texas Red total fluorescence, flagging assay interference; actives 0.29% (n = 280,000); TRb/SRC2 Texas Red total fluorescence interference; Potency, µM (doses to about 106 µM), for the others: at the top dose fluorescence change, negative = quenching; AID 1479; active = well fitted curve in either direction with a large enough effect; inconclusive = small, poorly fitted or top-dose-only effect
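Flags fluorescent or light-absorbing compounds by total fluorescence, S + 2P, at 555 nm excitation and 632 nm emission. Mixture: 20 nM Texas Red SRC2 peptide, 0.6 uM human TRb LBD, 1 uM T3, 5% DMSO; compound exposure 5 h at ambient temperature.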
Active calls of the source: *; ? = inconclusive; · = no result given; & = joins results of further samples; [ ] = dose if it differs, or a comment. Unless noted, calls come from the whole dose curve; as a rule, active = well fitted curve in the direction sought with a large enough effect; inconclusive = small, poorly fitted or top-dose-only effect, or another doubt; inactive = no such curve, though single readings can be large; an effect the other way counts as inactive or inconclusive. Unless noted, % is set by controls: 0 for no effect and ±100 for the full control effect; potency is the fitted concentration of half-maximal effect.

Values in the order – Tau FP inhib | L3MBTL1 inh | ALDH1A1 inh | TRb-SRC2 inh | Tau ThT inhib | Tau fluor cs | aGal spleen mod | TR SRC2 fluor cs
- CCOC(=O)Cn1nnnc1C(CC)N(Cc1cccs1)Cc1cc2cc(C)ccc2[nH]c1=O (stereo unspecified)
  -7% | 2% | ? | 0% | -4% | -8% | -3% | 0%
- COc1ccccc1-n1cnnc1SCC(=O)Nc1cc(C(C)(C)C)nn1-c1ccccc1
  1% | -1% | ? | -1% | -12% | -11% | 2% | 1%
- CCCNC(=O)OC[C@@H]1O[C@H](CCO/N=C(\C)CCC(=O)OC[C@@H]2O[C@H](C#Cc3ccccc3)C=C[C@@H]2Oc2ccc(C)cc2)C=C[C@@H]1Oc1ccc(OC)cc1
  -4%[11.6 µM] | · | 11%[13.5 µM] | 0%[11.2 µM] | -3%[11.5 µM] | -5%[11.6 µM] | -6%[17.5 µM] | -1%[11.2 µM]
- Cc1ccc(Cn2ncc3c(N4CCN(c5ccccc5C)CC4)ncnc32)cc1
  -2% | -7% | -13% | -5% | -10% | -4% | -7% | -1%
- COc1ccc(NC(=O)c2cccnc2)c(OC)c1
  -10% | -7% | -11% | -5% | 3% | 3% | -7% | 1%
- COc1ccc(C(=O)c2oc3ccccc3c2NC(=O)COc2cccc(C)c2C)cc1
  -11% | · | · | 0% | 0% | -8% | · | 2%
- C/C(CCN1CCc2nc(-c3ccccc3)c(-c3ccccc3)cc2C1)=N\O[C@@H](C)c1cn([C@H](CO)Cc2ccccc2)nn1
  4%[11.6 µM] | -2% | 3%&15%[13.5 µM] | 3%[11.2 µM] | ? | -2%[11.6 µM] | -2%[17.5 µM] | 3%[11.2 µM]
- Cc1cc(Br)cc(C)c1NC(=O)c1ccccc1[N+](=O)[O-]
  -3% | 11% | -1% | 19% | 1% | 4% | 4% | -1%
- CCc1ccc(OCC(=O)Nc2cc(S(=O)(=O)CC)ccc2O)cc1
  1% | 1% | ? | -3% | -14% | -18% | 0% | -2%
- COc1cc(C2C(C(=O)c3ccc(C)o3)=C(O)C(=O)N2c2cc(C)on2)cc(Br)c1O (stereo unspecified)
  2% | 3%[11.4 µM] | 20% | -3% | -12% | 2% | -7% | -1%
- COc1cc(OC)cc(-c2nc3nc(C)c(CCC(=O)Nc4ccccc4)c(C)n3n2)c1
  12% | · | · | -3% | -5% | -13% | · | -6%
- COc1cc(OC)cc(C(=O)Nc2ccc(NC(=O)c3ccco3)c(Cl)c2)c1
  -5% | · | ? | 0% | ? | -10% | 3% | 2%
- CC(=O)Nc1nc(C)c(Oc2ccc(C)cc2)c(=O)[nH]1
  9% | 1% | 4% | -1% | 17% | 23% | 0% | -5%
- CCOc1c(O)ccc(/C=C2\SC(=S)NC2=O)c1[N+](=O)[O-]
  ? | ? | ? | -6% | 10µM* | ? | -4% | -15%
- CN(C)c1nc(N/N=C/c2c[nH]c3ccccc23)nc(N2CCOCC2)n1
  15% | 0% | 19µM* | 6% | ? | -17% | 7% | 1%
- CCN(Cc1ccccc1)c1ccc(/C=N/N2CCOCC2)cc1
  10% | ? | 2.2µM* | -10% | ? | ? | -4% | -2%
- Cn1c(=O)c(C(=O)COc2ccc(F)cc2Cl)c(N)n(Cc2ccccc2)c1=O
  0% | 2% | -4% | -2% | -7% | -13% | 8% | 0%
- Cc1ccc(-c2nnc(/C=C/c3ccccc3)o2)cc1
  2% | 4% | -15% | -4% | 9% | 5% | -8% | 0%
- CCCCCCNc1c([N+](=O)[O-])c(=O)sc2ccccc12
  -1% | · | -15% | 0% | -11% | -11% | 4% | 0%
- CCOC(=O)C(C)n1cnc2c(nnn2Cc2ccc(C)cc2)c1=O (stereo unspecified)
  -9% | 6% | 9% | -5% | 0% | -7% | 2% | -8%
- CCn1c(CNc2nc3ccccc3n2C(C)C)nc2ccccc21
  3% | -11% | -2% | -3% | -4% | -3% | 3% | -4%
- CC12CC(c3ccccc3O1)N(C(=O)c1ccco1)C(=O)N2c1ccccc1 (stereo unspecified)
  -6% | · | -7% | -22% | -4% | -8% | -14% | -2%
- Cc1ccc2c(c1)NC(=O)C(CC(=O)NCCN(CC(C)C)CC(C)C)O2 (stereo unspecified)
  -12% | -2% | 3% | -14% | 2% | 8% | -4% | 4%
- Cc1nnc(SCC(=O)NNC(=O)c2ccc(Br)cc2)n1C
  -4%[2.34 µM] | -1% | -7% | -3% | 4% | 4%[2.34 µM] | -11% | -5%
- O=C(Nc1ccccc1)NN1CC(=O)N(c2ccc(Cl)cc2)CC1=O
  0% | · | · | 5% | · | -5% | 2% | 1%
- COc1ccc(-c2n[nH]c(C)c2-c2cscn2)c(O)c1
  -3% | -5% | · | -5% | -10% | -9% | -7% | -2%
- O=C(NCC(c1cccnc1)N1CCc2ccccc21)c1cccc(F)c1 (stereo unspecified)
  -5% | · | · | -3% | -4% | -28% | · | 5%
- Cc1cccc(C)c1NC(=O)CCCSc1nnc(-c2ccco2)n1-c1ccccc1
  3% | -2% | 25µM* | 2% | ? | 2% | -10% | -5%
- COc1ccc(OCc2ccc(-c3nc(C#N)c(N4CCN(c5ccccc5)CC4)o3)o2)cc1
  -6% | · | · | -4% | -13% | -23% | · | 1%
- O=C(O)c1cccc(NC2=C(n3nnc4ccccc43)C(=O)c3ccccc3C2=O)c1
  1% | · | · | 3% | · | -13% | 10% | -2%

Molecules above that contain fluorine, in the order listed:
Values in the order – Tau FP inhib | L3MBTL1 inh | ALDH1A1 inh | TRb-SRC2 inh | Tau ThT inhib | Tau fluor cs | aGal spleen mod | TR SRC2 fluor cs
- Cn1c(=O)c(C(=O)COc2ccc(F)cc2Cl)c(N)n(Cc2ccccc2)c1=O
  0% | 2% | -4% | -2% | -7% | -13% | 8% | 0%
- O=C(NCC(c1cccnc1)N1CCc2ccccc21)c1cccc(F)c1 (stereo unspecified)
  -5% | · | · | -3% | -4% | -28% | · | 5%

Additional structures follow.
Values in the order – Tau FP inhib | L3MBTL1 inh | ALDH1A1 inh | TRb-SRC2 inh | Tau ThT inhib | Tau fluor cs | aGal spleen mod | TR SRC2 fluor cs
- CN(CC(=O)N1CCCC1)S(=O)(=O)c1ccc(Cl)cc1
  -3% | · | 10% | -5% | -10% | -6% | -2% | 3%
- O=c1sc2ccccc2c(N2CCN(c3ccccc3)CC2)c1[N+](=O)[O-]
  2% | 7% | -10% | 0% | -8% | 3% | -2% | -5%
- N/C(=N\c1nc(CSc2ccc(Cl)cc2)cc(=O)[nH]1)Nc1ccccc1C(F)(F)F
  -3% | 3% | -2% | -2% | 0% | -4% | 1% | -1%
- COC(=O)c1scc(S(=O)(=O)C(C)(C)C)c1-n1cccc1
  -4% | -3% | · | -1% | -9% | -7% | -2% | -2%
- O=C(Nc1ccccn1)C1CCN(S(=O)(=O)c2cccc3nonc23)CC1
  -7% | -1% | 28µM* | 4% | 0% | -2% | -2% | 0%
- CCOc1ccc(/C=C2\SC(=S)N(N3C(=O)C4CC4C3=O)C2=O)cc1 (stereo unspecified)
  2% | · | ? | 11% | ? | -13% | 0% | -2%
- CC(C)NC(=O)c1ccc2c(c1)S(=O)(=O)c1ccccc1C2=O
  6% | · | ? | 6% | -10% | -11% | 4% | -1%
- N#Cc1ccc(N/N=C/c2ccccc2)c([N+](=O)[O-])c1
  0% | 0% | 7% | 2% | ? | -11% | -5% | -3%
- Cc1ccc(-c2nn(-c3cccc(F)c3)cc2CN2CCN(c3ccccn3)CC2)o1
  -6% | -19% | ? | 4% | ? | -26% | -4% | 0%
- COc1cc(C)c(S(=O)(=O)n2ccc(C)n2)cc1C
  -7% | · | 10% | -1% | -4% | -11% | 3% | -3%
- Cc1ccc(CNC(=O)c2ccc3c(c2)CCN3S(=O)(=O)c2ccc(Br)cc2)cc1
  -5% | · | · | -6% | -5% | ? | · | -1%
- COc1cccc(N2C(=O)C3CCCN3C2c2cccs2)c1 (stereo unspecified)
  -10% | · | 4% | -4% | -9% | -11% | 0% | -9%
- COc1ccc(NC(=O)c2c(NC(=O)c3ccc(Br)cc3)sc3c2CCCC3)cc1
  0% | · | · | -3% | ? | -15% | · | 7%
- CN(CC(=O)NCc1ccncc1)S(=O)(=O)c1ccc2ccccc2c1
  0% | 0% | 0% | 2% | 1% | -1% | 12% | -3%
- CC(Sc1nnc(COc2ccc(Cl)cc2)n1Cc1ccccc1)C(=O)O (stereo unspecified)
  3% | 5% | 3% | -10% | -4% | -4% | 1% | 0%
- Cc1cc(C)nc(SCC(=O)n2c3c(c4ccccc42)CCCC3)n1
  -8% | 0% | 6% | -4% | -3% | -11% | 2% | -2%
- Cc1ccc(NC(=O)CSc2nc(-c3ccco3)cc(C(F)(F)F)n2)cc1
  ? | · | · | -5% | 10% | -7% | · | 0%
- COc1ccc(CCNC(=O)CSCc2nc(-c3ccc(OC)c(OC)c3)oc2C)cc1OC
  4% | · | · | -1% | -16% | -8% | · | -7%
- O=C1CCCC(=O)N1c1ccc(Oc2ccc(Cl)cc2)cc1
  2% | 0% | ? | -11% | -5% | -7% | 1% | -2%
- Cc1ccc(C2=Nc3ccccc3NC(c3ccncc3)=N2)cc1
  -3% | · | · | -4% | -17% | -22% | · | -1%
- CC(C)(CNC(=O)COc1ccccc1Cc1ccccc1)N1CCOCC1
  6% | · | 12% | -2% | ? | -23% | -6% | -4%
- COCCn1c(SCC(=O)Nc2cc(C)cc(C)c2)nnc1C(C)C
  0% | -4% | ? | -2% | -12% | -7% | -1% | 0%
- COC(=O)c1ccc(-n2nnc(-c3nc(-c4ccccc4Cl)no3)c2C)cc1
  0% | · | · | -5% | -5% | 11% | · | -1%
- CCOC(=O)C1=C(C)NC(=O)NC1c1ccc(C)o1 (stereo unspecified)
  6% | · | 7% | -9% | -8% | -3% | 4% | -1%
- Cc1ccc(C2CC(=O)c3cnc(NC(=O)c4ccco4)nc3C2)cc1 (stereo unspecified)
  -4% | · | ? | 12% | -13% | -7% | 6% | 0%
- O=C(CNS(=O)(=O)c1ccccc1)N/N=C/c1ccc(O)cc1
  4% | 13% | -5% | 0% | -4% | -4% | 5% | -1%
- COc1cc(C2=NC(CO)(CO)CO2)cc(OC)c1OC
  -4% | 14% | 0% | -1% | -2% | -1% | 2% | -2%
- CCCCCN=C(N)N/N=C/c1c[nH]c2ccc(OC)cc12
  3%&-2% | · | 6%&-3% | 0%&-2% | 8%&-16% | 2%&-22% | -4%&-5% | -1%&-1%
- COc1ccccc1C(=O)N1CCN(Cc2nc(CC3CC3)no2)CC1
  6% | -1% | 9% | 4% | -5% | -3% | 5% | -2%
